High-throughput results as filed in PubChem.
TrxR1 substrate: qHTS Assay for Substrates of Mammalian Selenoprotein Thioredoxin Reductase 1 (TrxR1): qHTS | purified TrxR1 substrate turnover, NADPH consumption readout | Potency, µM (titrated, usually from 114 µM), for inactives: at the top dose activity change, negative = substrate turnover | 390,000 tested, 0.01% active; note: % is set by controls: 0 for no effect and ±100 for the full control effect; nearly all actives have a fitted effect of over 50% in size
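Rat TrxR1, dispensed at 90 nM, was prereduced with 400 uM NADPH (final) for 5 min at ~22 deg C, then incubated with compound 15 min before 400 uM selenite. A first-read NADPH fluorescence drop versus no-compound background flagged substrates.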
rTrxR1 inhibitor: qHTS Assay for Inhibitors of Mammalian Selenoprotein Thioredoxin Reductase 1 (TrxR1): qHTS. recombinant rTrxR1, NADPH fluorescence consumption, selenite substrate. Potency, µM (top dose mostly 114 µM), without a hit: top-dose activity change, negative = inhibition, usual class: inhibitors. AID 588453, 2011. 390,000 tested, 1% active; note: % is set by controls: 0 for no effect and ±100 for the full control effect; nearly all actives have a fitted effect of over 65% in size
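Rat TrxR1 (90 nM in the dispensed reagent) was pre-reduced with 400 uM NADPH for 5 min at room temperature, then incubated with compound for 15 min. After 400 uM selenite was added, NADPH fluorescence (Ex 340/Em 450 nm) was followed for 8 min.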
Vif-APOBEC3G blk: qHTS for Inhibitors of Vif-A3G Interactions: qHTS | HeLa A3G-eYFP + Vif (tagged APOBEC3G with the HIV-1 protein that degrades it), YFP fluorescence, overnight | Potency, µM (doses to about 46.1 µM), without a hit: at the top dose activity, negative = active, hits mostly inhibitors | DNA dC->dU-editing enzyme APOBEC-3G (Homo sapiens), Q9HC16 | 410,000 tested, 0.076% active;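 note: % is set by controls: 0 for no effect and ±100 for the full control effect; nearly all actives have a fitted effect of over 60% in size; hits raise eYFP signal because A3G escapes Vif-driven loss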
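Read-out is eYFP fluorescence (Ex 488/Em 500-530) from Vif-expressing HeLa A3G-eYFP cells; more signal means A3G escaped Vif-mediated degradation. Cells plated overnight, compound pinned in, incubated overnight at 37 deg C.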
IDH1 R132H inh: qHTS for Inhibitors of mutant isocitrate dehydrogenase 1 (IDH1): qHTS; AID 602179, 2012; Potency, µM (doses to about 76.6 µM), inactives show at the highest dose activity change, negative = inhibition, usual class: inhibitors; IDH1-R132H enzyme, NADPH consumption, diaphorase/resazurin fluorescence; 390,000 tested, 0.093% active; Isocitrate dehydrogenase [NADP] cytoplasmic (Homo sapiens), O75874; note: % is set by controls: 0 for no effect and ±100 for the full control effect; nearly all actives have a fitted effect of over 65% in size
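IDH1-R132H (0.5 ug/mL) preincubated 30 min with compound, then NADPH (0.016 mM) and alpha-KG (2 mM) added; 80 min at RT, pH 7.5. Remaining NADPH coupled via diaphorase/resazurin to fluorescence (540/590 nm); concentration-response curves normalized to no-enzyme control.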
RGS4 inhibitor: Inhibitors of Regulator of G Protein Signaling (RGS) 4: qHTS | Regulator of G-protein signaling 4 (Homo sapiens), P49798 | Transcreener GDP fluorescence polarization, RGS4-accelerated GTP hydrolysis | Potency, µM (doses to about 114 µM), for inactives: top-dose activity change, negative = inhibition, usual class: inhibitors | 390,000 tested, 0.039% active | AID 504845, 2011; note: % is set by controls: 0 for no effect and ±100 for the full control effect; nearly all actives have a fitted effect of over 75% in size; some results filed as inactive show a strong effect at the top dose
Target sequence (P49798 whole entry, looked up): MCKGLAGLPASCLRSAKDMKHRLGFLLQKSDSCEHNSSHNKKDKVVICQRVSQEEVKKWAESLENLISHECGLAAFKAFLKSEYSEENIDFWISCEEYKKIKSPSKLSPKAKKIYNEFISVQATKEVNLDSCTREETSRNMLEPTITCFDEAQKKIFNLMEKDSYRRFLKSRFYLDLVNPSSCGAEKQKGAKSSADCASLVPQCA
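MLSMR compounds (23 nl, pin-transferred) preincubated 10 min at room temperature with a 500nM (2x) first reagent, then RGS4 at 900nM (2x) plus Transcreener GDP mix added; fluorescence polarization (620/688 nm) read before and after 90 min at 30 °C.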
Vif-APOBEC3F blk: qHTS for Inhibitors of Vif-A3F Interactions: qHTS; HeLa A3F-eYFP + Vif (tagged APOBEC3F with the HIV-1 protein that degrades it), YFP fluorescence increase; 390,000 tested, 0.2% active; Potency, µM (highest dose often 46.1 µM), for inactives: top-dose activity, negative = active; AID 602313, 2012; note: % of control where 0% means no effect; nearly all actives have a fitted effect of over 65% in size
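Fluorescence increase (Ex 488/Em 500-530) after overnight compound treatment at 37 deg C flags inhibition of Vif-driven A3F-eYFP loss in stable HeLa A3F-eYFP/Vif cells seeded overnight beforehand.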
ALOX12 inh: Primary qHTS assay for inhibitors of human arachidonate 12S-lipoxygenase (ALOX12): Round 2; purified 12hLO, xylenol orange hydroperoxide absorbance; Potency, µM (top dose mostly 108 µM), for inactives: top-dose activity change, negative = inhibition, usual class: inhibitors; 580,000 tested, 1.1% active; note: % is set by controls: 0 for no effect and ±100 for the full control effect
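Hydroperoxide product was detected by ferrous iron/xylenol orange as the 573 to 405 nm absorbance ratio. Arachidonic acid at 40 uM (final) was turned over for 30 min at room temperature by 150 nM human 12hLO, pH 7.0 Hepes buffer, after 15 min compound preincubation.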
USP1 inh: Inhibitors of USP1/UAF1: Primary Screen; 390,000 tested, 0.23% active; Ubiquitin carboxyl-terminal hydrolase 1 (Homo sapiens), O94782; Potency, µM (highest dose often 57.1 µM), without a hit: at the top dose activity change, negative = inhibition, hits mostly inhibitors; recombinant USP1/UAF1, Ub-Rhodamine cleavage fluorescence; note: % is set by controls: 0 for no effect and ±100 for the full control effect; nearly all actives have a fitted effect of over 60% in size; inactives centre near -12
Target sequence (O94782 whole entry, looked up): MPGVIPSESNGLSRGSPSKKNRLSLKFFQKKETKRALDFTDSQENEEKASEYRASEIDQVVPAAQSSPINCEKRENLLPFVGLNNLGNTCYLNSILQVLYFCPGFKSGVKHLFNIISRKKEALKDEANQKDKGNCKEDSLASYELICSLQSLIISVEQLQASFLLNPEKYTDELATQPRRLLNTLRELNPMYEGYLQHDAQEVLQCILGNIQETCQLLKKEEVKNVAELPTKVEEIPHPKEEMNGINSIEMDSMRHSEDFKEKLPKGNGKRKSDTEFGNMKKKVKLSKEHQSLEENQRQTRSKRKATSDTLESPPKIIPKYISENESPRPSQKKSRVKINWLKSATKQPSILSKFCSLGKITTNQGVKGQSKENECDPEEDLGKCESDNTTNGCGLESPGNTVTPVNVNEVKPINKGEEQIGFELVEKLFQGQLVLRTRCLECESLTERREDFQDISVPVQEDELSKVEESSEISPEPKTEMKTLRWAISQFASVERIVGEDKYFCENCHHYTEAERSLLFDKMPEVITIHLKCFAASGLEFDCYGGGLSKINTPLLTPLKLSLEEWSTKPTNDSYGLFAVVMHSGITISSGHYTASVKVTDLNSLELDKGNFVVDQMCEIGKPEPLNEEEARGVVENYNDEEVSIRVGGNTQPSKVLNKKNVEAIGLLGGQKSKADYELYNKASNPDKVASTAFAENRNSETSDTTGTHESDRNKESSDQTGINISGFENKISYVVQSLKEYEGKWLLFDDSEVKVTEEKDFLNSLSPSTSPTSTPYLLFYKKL
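1 nM enzyme complex + cpd, 15 min RT; start with Ub-Rho 150nM final; kinetic fluorescence ex 480/em 540, 6 reads q60 s. Buffer 50mM HEPES pH 7.8, 0.5mM EDTA, 0.1 mg/ml BSA, 1mM TCEP, 0.01% Tween-20.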
RXFP1 ag: qHTS Assay for Agonists of the Relaxin Receptor RXFP1 | 370,000 tested, 0.3% active | AID 2676, 2010 | Potency, µM (highest dose often 57.5 µM), for inactives: top-dose activation, most hits filed as activators | HEK293T-RXFP1 cAMP TR-FRET, 30 min; response scale: percent of porcine relaxin response, buffer zero; note: % is set by controls: 0 for no effect and ±100 for the full control effect; nearly all actives have a fitted effect of over 60% in size; many of its hits are not listed in these tables
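HEK293T cells stably expressing RXFP1 were pretreated with the PDE4 inhibitor Ro 20174, exposed to compounds for 30 min at 37C, lysed, and cAMP was read by TR-FRET. Data normalized to buffer (basal) and 29 nM porcine relaxin (100%).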
* marks the source's active call; other numbers are inactive results; u = inconclusive; x = not tested or not shown; [ ] = another dose, or the depositor's remark. Calls come from the whole dose curve; as a rule, active = well fitted curve in the direction sought with a large enough effect; inconclusive = small, poorly fitted or top-dose-only effect, or another doubt; inactive = no such curve, though single readings can be large; an effect the other way counts as inactive or inconclusive. Potency is the fitted concentration of half-maximal effect. An excerpt (hit frequency here may not be typical).

SMILES	TrxR1 substrate	rTrxR1 inhibitor	Vif-APOBEC3G blk	IDH1 R132H inh	RGS4 inhibitor	Vif-APOBEC3F blk	ALOX12 inh	USP1 inh	RXFP1 ag
CN(CC1CCOCC1)C(=O)CC1C(=O)NCCN1C/C=C/c1ccccc1 (stereo not given)	-1%[57.1 µM]	-1%[57.1 µM]	-8%	3%	2%	0%	20%	-27%	-1.5%
Cc1cnc(-c2nnc(N(C)C(=O)C3CCCO3)s2)cn1 (stereo not given)	39%[activator]	12%	-1%	5%	-5%	x	-12%	0%	0.9%
COc1cccc(-n2c(=O)c3c(C)c(C)sc3n(CC(=O)NCc3ccccc3)c2=O)c1	10%	32%	x	x	15%	x	-11%	u	6.9%
CCC(=O)N1c2ccc(S(=O)(=O)NCc3ccccc3)cc2CC1C (stereo not given)	5%	17%	-1%	1%	4%	-5%	u	-25%	1.9%
CCN(CC)CCCC1(CN)OCCc2ccccc21 (stereo not given)	-2%	-10%	4%	1%	6%	x	20%	-13%	-0.3%
Cc1cc(NC(=O)Cc2ccccc2)c2ccccc2n1	-4%	18%	6%	-5%	4%	4%	3%	-21%	1.1%
Cc1ccc(S(=O)(=O)c2cc3c(=O)n4ccccc4nc3n(C3CCCC3)c2=N)cc1	-3%	-6%	-2%	-6%	-4%	u	-21%	-29%	-0.9%
COc1cc(C(O)P(=O)(OC(C)C)OC(C)C)cc(OC)c1OC (stereo not given)	13%[57.1 µM]	22%[57.1 µM]	1%	4%	10%	8%	0%	-2%	0.2%
CCOC(=O)Cn1cc2c(c1-c1ccc(Cl)cc1)c(=O)n(C)c(=O)n2C	13%	-9%	2%	-7%	-17%	-1%	u	-23%	13%
O=S1(=O)C[C@@H](O)[C@@H](Nc2ccccc2)C1	-1%[57.1 µM]	0%[57.1 µM]	0%	8%	11%	9%	152%[activator]	-14%	1.4%
CC(=O)c1ccc(N2CCN(C(=O)C3(S(=O)(=O)c4ccc(Cl)cc4)CC3)CC2)cc1	-1%	-4%	-4%	4%	-1%	-6%	-8%	-8%	0.0%
C=Cc1ccc(CN2CCCN(Cc3ccc(F)cc3)S2(=O)=O)cc1	1%	10%	1%	5%	-7%	-2%	0%	-22%	1.7%
CCc1cc(SC#N)ccc1N	-2%[57.1 µM]	24%[57.1 µM]	u	-30%	-42%	u	9%	-17%	4.5%
CCN(c1ccc(NC(=O)CCc2nc3sc4c(c3c(=O)[nH]2)CCCC4)cc1)C(C)C	1%	8%	-22%	4%	-3%	u	u	-6%	-0.3%
Cc1ccc(N2CCN(C(=O)Cc3c(C(=O)O)c(C)cn3C)CC2)c(C)c1	6%[57.1 µM]	13%[57.1 µM]	2%	-5%	-2%	5%	u	-21%	2.7%
COC(=O)[C@H]1[C@@H](C)N(Cc2ccccc2)C(=O)N[C@H]1c1ccccc1	5%[57.1 µM]	8%[57.1 µM]	2%	6%	6%	0%	12%	18%	x
CC12CCC(=O)C=C1C(O)CC1C2CCC2(C)C1CCC2(O)C(=O)CO (stereo not given)	5%	9%	-1%	-1%	-2%	-7%	-5%	-23%	x
Cc1ccc(CNC(=O)CS(=O)(=O)Cc2nc(-c3ccccc3F)oc2C)cc1	6%[57.1 µM]	2%[57.1 µM]	-3%	15%	-28%	1%	-9%	-10%	-1.8%
N#Cc1cc2ccccc2nc1SCc1cccnc1	1%	10%	-6%	4%	-12%	-9%	16%	-17%	7.6%
COc1ccc(-c2csc3ncnc(Sc4nnnn4C)c23)cc1	6%	6%[57.1 µM]	u	x	-8%	-4%	-22%	x	x
COc1ccc(/C=C2/C(=N)N3N=C(CC(=O)N4CCCC4)SC3=NC2=O)cc1	-13%	1%	-6%	-4%	5%	1%	u	-10%	0.6%
S=C(Nc1ccccc1Cl)N1CCCC(c2ccccc2)=N1	-2%[57.1 µM]	9%[57.1 µM]	-3%	5%	-9%	-8%	13%	-11%	-0.4%
COc1ccc(NC(=O)CSc2nnc3ccc(-c4ccncc4)nn23)cc1OC	-1%	7%	3%	-5%	41%[11.4 µM]	2%	-3%	-15%	14%
COc1ccc(CNC(=O)c2ccc(CS(=O)Cc3cccc(Cl)c3)o2)cc1 (stereo not given)	3%	-20%	-1%	-10%	-5%	3%	0%	-13%	0.5%
O=C(CN1C(=O)NC2(CCCC2)C1=O)OCc1ccccc1F	-7%	0%	0%	1%	4%	1%	170%[activator]	-2%	0.0%

(continued)
SMILES	TrxR1 substrate	rTrxR1 inhibitor	Vif-APOBEC3G blk	IDH1 R132H inh	RGS4 inhibitor	Vif-APOBEC3F blk	ALOX12 inh	USP1 inh	RXFP1 ag
O=C(CSc1nn(-c2ccccc2)c(=S)s1)Nn1cnnc1	-5%[57.1 µM]	-6%[57.1 µM]	-5%	-5%	19%	-7%	0%[57.4 µM]	-6%	-0.7%
CC(C)CCNC(=O)c1ccc2c(SCC(=O)O)c3c(nc2c1)CCCC3	-4%	-2%	-1%	-1%	2%	4%	-15%	-20%	5.5%
CN1CC(=O)N/C1=N\C(=O)Nc1ccc(O)cc1	4%	22%	-5%	-3%	-11%	-13%	x	-21%	0.2%
CCc1sc(NC(=O)C(C)C)nc1-c1ccccc1	-1%	-5%	-4%	-9%	-4%	5%	0%	-18%	2.8%
Cc1ccc(NC(=O)c2ccc(OC(=O)COc3ccc(Cl)cc3C)cc2)cc1	2%	12%	-3%	0%	-16%	-17%	11%	-3%	1.2%
Nc1ccccc1Nc1cc(-c2ccccc2)nn1-c1ccccc1	-15%	u	-1%	1%	u	-1%	-6%	-18%	-0.3%
N#CC(C#N)=Cc1ccc(OCC(=O)N2CCOCC2)cc1	-5%	16µM*	1%	2%	u	0%	-1%	-7%	0.1%
COC(=O)c1ccc(CNCC(O)COc2ccc(-c3ccccc3)cc2)cc1 (stereo not given)	-6%	-5%	0%	12%	-21%	-8%	-2%	-7%	0.2%
O=C(ONC(=O)C1C2C=CC(C2)C1C(=O)NOC(=O)c1ccccc1)c1ccccc1 (stereo not given)	9%[57.1 µM]	-4%[57.1 µM]	-2%	1%	11%	-23%	0%	0%	x
Cn1c(NNC(=O)CCC2CCCCC2)cc(=O)n(C)c1=O	15%[57.1 µM]	2%[57.1 µM]	2%	2%	20%	4%	21%	-2%	5.3%
CC1CCN(Cc2cc(=O)oc3ccc4ccccc4c23)CC1	8%[57.1 µM]	10%[57.1 µM]	-2%	-2%	-9%	2%	0%	-18%	0.0%
CCOc1ccc2nc3sc(C(=O)N4CCOCC4)c(N)c3cc2c1	-3%[57.1 µM]	-8%[57.1 µM]	-8%	29%	u	-2%	-17%	-1%	7.0%
COc1cc(C2CC(C(F)(F)F)n3ncc(C(=O)O)c3N2)cc(OC)c1OC (stereo not given)	3%	-1%	0%	0%	-19%	0%	0%	-22%	0.1%
CCN1C(=O)[C@H]2[C@@H](c3ccc(C(F)(F)F)cc3)N[C@]3(CCCN(Cc4ccc(Cl)cc4)C3=O)[C@H]2C1=O	x	x	0%	5%	x	-1%	u	-26%	x
COc1cc(S(=O)(=O)NCC2OCCc3ccccc32)ccc1-n1cnnn1 (stereo not given)	7%	26%	0%	5%	19%	-6%	-19%	-8%	1.3%
COC(=O)c1sccc1NN1C(=O)c2ccccc2C1=O	-1%[57.1 µM]	-13%[57.1 µM]	-2%	0%	-17%	5%	u	-13%	1.7%
CCc1ccc2oc(C(=O)Nc3ccccc3OC)cc(=O)c2c1	19%	15%	4%	36%[activator]	-13%	-1%	u	-18%	0.6%
O=c1oc2ccccc2c(O)c1/C=C1\C=Nc2ccccc21	-8%	-18%	0%	-3%	-13%[11.4 µM]	-2%	u	-6%	-3.7%
Cc1nn2cc(-c3ccc(N)cc3)nc2s1	0%[57.1 µM]	2%[57.1 µM]	-2%	-1%	-33%	-1%	24%	-13%	-3.9%
COc1cc(/C=N\NC(=O)c2ccc(Cn3cc(Br)c([N+](=O)[O-])n3)o2)cc(OC)c1O	-7%	-4%	2%	2%	12%	-2%	u	-3%	0.1%
COc1ccc(S(=O)(=O)Nc2cccc(C)n2)c2ccccc12	7%[57.1 µM]	-1%[57.1 µM]	-1%	2%	-24%	-3%	157%[activator]	-14%	1.1%

2 of the compounds above, with values under each structure.
The line under a structure holds: TrxR1 substrate, rTrxR1 inhibitor, Vif-APOBEC3G blk, IDH1 R132H inh, RGS4 inhibitor, Vif-APOBEC3F blk, ALOX12 inh, USP1 inh, RXFP1 ag
O=C(CSc1nn(-c2ccccc2)c(=S)s1)Nn1cnnc1
    -5%[57.1 µM], -6%[57.1 µM], -5%, -5%, 19%, -7%, 0%[57.4 µM], -6%, -0.7%
CC(C)CCNC(=O)c1ccc2c(SCC(=O)O)c3c(nc2c1)CCCC3
    -4%, -2%, -1%, -1%, 2%, 4%, -15%, -20%, 5.5%
